# eIF4E 4G PPI: eIF4E–eIF4G protein interaction inhibitors, primary screen, biochemical, uHTS, TR-FRET, eIF4GI fragment. Eukaryotic translation initiation factor 4E (Mus musculus) + Eukaryotic translation …. TR-FRET eIF4E-eIF4GI(517-606) binding, 2 h. inhibition, % at 21.7 µM. hit rate 0.37% among 220,000;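 active means inhibition above about 30%, limit read from the data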;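 further: 0% = full FRET control wells and 100% = background wells lacking eIF4GI fragment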
# EBV gp42 inh: Epstein-Barr virus gp42 inhibitors, primary screen, biochemical, uHTS, fluorescence polarization | Fluorescence polarization binding assay, mP read-out | inhibition, % (tested at 21.74 µM) | hit rate 0.42% among 220,000 | AID 1085, 2008; in the data active means inhibition above about 50%
# PERK inh: block of dimerizer-induced PERK translation repression, primary screen, PERK inhibitor project, CHO PERK-DD cells, SEAP luminescence, HTS; Eukaryotic translation initiation factor 2-alpha kinase 3 (Homo sapiens), Q9NZJ5; CHO PERK-DD fusion, SEAP luminescence translation reporter; inhibition, % at 5.6 µM; hit rate 0.17% among 220,000;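 active means inhibition above the mean inhibition of all tested compounds plus 3 SD, set separately per screening campaign, cut at about 2.9% in these data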;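 further: PERK kinase domain activated by AP20187 dimerizer at 100 nM; 0% = DMSO with dimerizer and 100% = rapamycin at 8.4 µM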
# Rad51 HR inh: human RAD51 strand exchange inhibitors, primary screen, biochemical, fluorescence. DNA repair protein RAD51 homolog 1 (Homo sapiens), Q06609. hRad51 DNA strand exchange, fluorescence dequenching. inhibition, % at 10 µM. hit rate 0.085% among 200,000. AID 1385, 2008;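 active means inhibition above 40% at the single screening dose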;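 further: 0% = DMSO control wells and 100% = blanks with heterologous ssDNA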
#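 material = hRad51 filaments on single-stranded DNA | reagent = Donor/quencher-labelled 47-bp dsDNA substrate | compound = 10 µM final, single point | schedule = strand-exchange reaction 15 min at room temperature | measured by = fluorescein emission 520 nm, excitation 485 nm | read-out basis = % inhibition versus plate control and blank means | benchmarks = plate controls and plate blanks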
# Mdm2 ligase inh: MDM2-luciferase reporter signal enhancers, primary screen, MDM2 E3 ligase inhibitor project, cell-based, luminescence, 1536-well | cell-based MDM2 ubiquitination luciferase reporter, 2 h; 0 = plate control, 100 = twice control, blank-subtracted | signal enhancement, % at 5 µM | hit rate 0.11% among 210,000;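 active means signal enhancement of 30% or more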;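 further: luminescence tracks abundance of the self-degrading MDM2-luciferase fusion protein; higher signal means inhibition of MDM2 E3 ligase activity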
#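 Assay system: stable mammalian line carrying autodegrading MDM2–luciferase fusion reporter; Input: 2000 cells in each well; Compound dosing: single-point 5 µM; Schedule: 2 h compound exposure at 37 °C; Signal: SteadyLite luciferase luminescence after 15 min room-temperature reagent incubation; Evaluation: % luminescence enhancement versus blank-corrected plate control mean; Benchmarks: plate controls and plate blanks.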
# Cl transport mod: KCC2 cotransporter modulators, thallium flux, primary screen, cell-based, HEK293 KCC2, FluoZin-2 fluorescence, MLSMR; B-score of Tl+ flux slope (higher = more flux/activation; lower = inhibition) at 10 µM; hit rate 2.2% among 190,000; Solute carrier family 12 member 5 (Homo sapiens), Q9H2X9; KCC2 cells, thallium flux FluoZin-2 fluorescence;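 active means thallium flux slope and its plate-corrected score both differing from the plate sample mean at a set confidence after two filtering rounds, in either direction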;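 further: slope of fluorescence scaled to starting intensity during 10 to 20 s after thallium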
# m-calpain inh: inhibitors of pig calpain II, primary screen, biochemical, fluorogenic peptide substrate, 1536-well; purified calpain II, 30 min; inhibition, % at 16 µM; hit rate 0.37% among 220,000;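 active means inhibition above about 50%, limit read from the data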
# zVAD death inh: inhibitors of zVAD-triggered necroptosis, primary screen, L929 cells. L929 zVAD necroptosis rescue, ATP luminescence, 24 h; with zVAD 60 µM. viability rescue, % at 10 µM. hit rate 0.38% among 220,000. AID 1377, 2008;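 active means activation, scaled between plate controls, above about 75%, limit read from the data; inactive means activation under that limit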;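 further: 0% = zVAD with DMSO and 100% = DMSO alone without zVAD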
# TNF necrop inh: inhibitors of TNF-alpha triggered necroptosis, primary screen, cell-based, Jurkat FADD-/-, single concentration. Jurkat FADD-/- TNF necroptosis rescue, ATP luminescence, 24 h; 0 = TNF only, 100 = no-TNF cells. activation (protection from cell death), % at 10 µM. hit rate 0.068% among 220,000. AID 463075, 2010;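 active means activation, meaning protection from cell death, of at least 50% relative to plate controls; inactive means activation below 50%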;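 further: necroptosis triggered by 40 ng/mL TNF-alpha added together with compound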
# Active calls of the source: *; i = inactive; . = no result given; [ ] = dose if it differs, or a comment.
no.	structure	eIF4E 4G PPI	EBV gp42 inh	PERK inh	Rad51 HR inh	Mdm2 ligase inh	Cl transport mod	m-calpain inh	zVAD death inh	TNF necrop inh
1	CN1/C(=C\C=O)C(C)(C)c2ccccc21	-2	-7	-0.1	-8	-6	0.21	-8	2.0	-4.9
2	CCCc1ccc(-c2cc(N)n[nH]2)cc1	1	-20	-0.2	-1	-14	1.2	-7	-0.4	-7.8
3	CCOC(=O)c1cc2c(ccn2C)n1Cc1ccccc1Cl	-1	3	0.1	30	-4	-0.49	17	0.1	1.2
4	O=C(COc1ccccc1)NCCc1nc2ccccc2[nH]1	-5	-2	0.3	-6	-12	-0.54	13	1.2	3.4
5	Cc1ccc(/C=N/NC(=O)CSc2ccccn2)o1	-2	-4	1.9	-6	-2	.	18	-0.5	1.4
6	CN1CCN(/N=C/c2nc(-c3ccccc3Cl)n3ccccc23)CC1	4[fluorescence artefact?]	-5	0.2	-1	-17	-0.29	-10	-0.2	1.1
7	CCOC(=O)c1c(C#N)c(SCC(=O)Nc2ccc(OC)cc2)nc2c1CN(CC)CC2	2	-17	-0.7	1	6	-0.34	6	0.3	0.7
8	COc1ccc(Oc2ncc(CN3CCN(c4ccccc4)CC3)s2)cc1	-8	-12	-0.6	-1	-17	-0.18	18	0.1	0.6
9	O=C(NN=C1CCCC1)NC1CCCCC1	-1[fluorescence artefact?]	-10	0.4	-4	-3	1	15	0.2	1.4
10	Cn1nc([N+](=O)[O-])nc1Sc1ccc(Cl)cc1	2	6	0.1	-16	-12	-0.18	7	1.2	14
11	CC(C)(C)CC(C)(C)c1ccc(O)c(CN2CCN(CCC#N)CC2)c1	2	5	-2.2	7	-8	.	5	-1.0	0.2
12	CCOc1cc(NC(=S)NCCCN2CCOCC2)c(OCC)cc1NC(=O)C1CCCCC1	-1	-8	-0.7	2	6	-0.33	7	-1.8	1.0
13	Fc1ccc(Nc2nc(-c3ccncc3)nc3ccccc23)cc1F	11	-35	-0.1	2	-13	0.35	-15	6.0	0.5
14	CCCOc1cccc(C2C(C(=O)c3cccs3)=C(O)C(=O)N2Cc2cccnc2)c1 (configuration not stated)	-1	1	1.1	13	-3	-0.99	-10	1.4	-0.7
15	O=C(c1cccs1)N1CCN(C(=O)N2CCOCC2)CC1	-11[fluorescence artefact?]	-20	0.3	-1	-4	.	-72	1.2	0.6
16	O=C(CSC1=NCCS1)Nc1ccc(S(=O)(=O)NC2CCCCC2)cc1	-5	11	-0.6	-2	-12	.	29	-0.4	1.0
17	Cc1ccc(CN2CC(C(=O)Nc3cc(S(C)(=O)=O)ccc3Cl)CC2=O)cc1 (configuration not stated)	4	-15	0.5	4	-9	0.0096	-108	0.3	-0.4
18	CCC(CC)NC(=O)/C=C/c1cccc([N+](=O)[O-])c1	2	-14	-0.1	0	3	-0.27	1	0.4	1.7
19	CC(C)CCNC(=O)C(NS(=O)(=O)c1ccc2c(c1)c(=O)n(C)c(=O)n2C)c1ccccc1 (configuration not stated)	-4	-11	0.7	.	-30	.	3	1.7	0.8
20	c1cncc(-c2nnc(-c3cccnc3)nn2)c1	-5	-3	0.8	.	-15	0.014	26	9.2	-22
21	CC(C)Cc1n[nH]c(=O)[nH]1	-7[fluorescence artefact?]	-18	0.8	-1	-8	0.39	-23	-0.2	-1.3
22	CC1Cc2ccccc2N1C(=O)COC(=O)c1ccc(Cl)nc1 (configuration not stated)	1	-8	0.6	.	.	-1.7	-7	0.6	0.1
23	CCn1c(=O)c(=O)[nH]c2cc(C(=O)Nc3ccc(S(=O)(=O)N4CCCC4)cc3)ccc21	13	-5	0.7	-7	-18	.	-91	1.0	-1.4
24	Cc1c(Cl)c(C(F)F)nn1CC(=O)NC1C(=O)N2C(C(=O)O)=C(CSc3nnnn3C)CSC12 (configuration not stated)	2	-6	0.2	.	-29	-0.019	-24	-0.4	0.0
25	O=C(NC(=O)N1CCN(c2ccc(F)cc2)CC1)c1ccccc1	8	-13	-0.3	-10	1	.	8	-0.5	-0.6
26	O=S(=O)(NCc1ccccc1)c1cccc2cccnc12	0	-16	-0.1	.	-15	-0.72	-5	-0.1	-0.8
27	CCCCNc1c2c3c(cccc3n(C)c1=O)C(=O)c1ccccc1-2	1[fluorescence artefact?]	183*	-1.0	i	12	i	12	-0.6	-7.0
28	O=C(Nc1ccccc1N1CCCCC1)c1ccc(Cl)c([N+](=O)[O-])c1	-1	-4	0.4	0	-5	0.096	13	1.2	-3.0
29	COc1ccc(Oc2c(-c3ccc(O)cc3O)n[nH]c2C)cc1	-4	1	0.5	2	-27	-0.66	-1	0.4	1.2
30	O=C(COc1ccccc1Cl)NC(=S)Nc1cccc(NC(=O)c2ccccc2Cl)c1	-5	5	1.8	0	-12	0.0075	-10	-0.2	-7.2

# Sorted by the number under m-calpain inh (descending): 3 of the compounds above.
item	smiles	m-calpain inh
28	O=C(Nc1ccccc1N1CCCCC1)c1ccc(Cl)c([N+](=O)[O-])c1	13
21	CC(C)Cc1n[nH]c(=O)[nH]1	-23
23	CCn1c(=O)c(=O)[nH]c2cc(C(=O)Nc3ccc(S(=O)(=O)N4CCCC4)cc3)ccc21	-91

# Continued:
no.	structure	eIF4E 4G PPI	EBV gp42 inh	PERK inh	Rad51 HR inh	Mdm2 ligase inh	Cl transport mod	m-calpain inh	zVAD death inh	TNF necrop inh
31	CN1CN(C)C(c2ccncc2)=C1c1ccncc1	-1	-6	-0.2	6	.	-0.21	3	0.0	0.7
32	COc1cc(C(=O)NC(=S)Nc2ccc([N+](=O)[O-])cc2C)cc(OC)c1OC	-2[fluorescence artefact?]	-8	0.1	.	-3	1.5	-8	1.6	2.6
33	CC(C)N1C(=O)CCC1C(=O)NCc1ccco1 (configuration not stated)	-1	-4	1.3	.	.	0.036	-10	0.0	0.2
34	COc1ccc(CNC(=S)NCc2ccc(OC)cc2)cc1	3	10	0.0	-6	-19	-0.13	5	0.3	0.1
35	C=C(C)CNC(=S)N1CCN(C(c2ccccc2)c2ccccc2)CC1	4	2	0.5	.	-10	-0.54	8	2.4	1.8
36	S=C(NC1CCCCC1)NC1CC2CCC(C1)N2Cc1ccccc1 (configuration not stated)	0	-10	-0.1	0	-3	0.015	-13	-1.1	1.0
37	CC(C)(C)c1nc2sc3c(c2c(=O)o1)CCCC3	1[fluorescence artefact?]	-14	0.5	-4	-7	-0.24	-40	-0.7	-0.8
38	c1cnc(N2CCN(Cc3ccc4c(c3)OCO4)CC2)cn1	4	-4	-0.7	5	-3	0.63	-36	0.2	0.7
39	COc1ccc(/C=C/C(=O)OCC(=O)Nc2cc(C(F)(F)F)ccc2Cl)cc1	2	-4	1.4	-30	-1	0.3	19	.	-4.9
40	CCOc1ccc(OCc2ccc(C(=O)N3CCOCC3)cc2)cc1	0	-14	0.0	5	.	-0.44	-11	-0.7	-2.0
41	COc1ccccc1S(=O)(=O)c1ccccc1[N+](=O)[O-]	3	-12	0.3	.	-5	-0.75	-6	-0.3	0.7
42	C=CCn1c(COc2ccc(F)cc2)nnc1SCC(=O)Nc1cccc(S(N)(=O)=O)c1	-3	-10	0.4	22	-1	-0.33	-7	1.1	1.8
43	O=C(C1CCN(Cc2ccc(Cl)cc2)CC1)N1CCN(C(c2ccccc2)c2ccccc2)CC1	4	3	0.1	2	4	0.47	-29	19	-1.1
44	Cc1ccc(NC(=O)NNc2cccc(Cl)n2)cc1	3[fluorescence artefact?]	-9	1.7	3	-8	0.017	-33	0.3	-0.7
45	Cc1ccc(-c2noc(CSc3nc(N)cc(N)n3)n2)cc1	1	-11	-0.1	3	2	-0.0079	-24	0.7	-2.2
46	CC(=O)Nc1ccc(NC(=O)C(=O)N/N=C/c2cccnc2)cc1	-5	-13	0.3	17	-10	0.73	-56	0.0	-1.6
47	C(=N\N1CCN(Cc2cccc3ccccc23)CC1)/c1cccs1	1	-10	-0.2	8	-12	-0.039	11	-0.8	-0.4
48	CCN(Cc1ccccc1)c1ccc(/C=C(\C#N)c2ccccn2)cc1	2	-16	-0.2	-18	-9	-1.4	12	0.2	1.8
49	CCCCn1c(=N)n(CC(=O)C(C)(C)C)c2ccccc21	-20	-11	0.1	2	-19	.	25	-0.3	-0.7
50	CC(C)NC(=O)Cn1nc(C(F)(F)F)c2c1CCC2	2	-12	0.3	-1	15	-0.0068	-14	-0.4	0.5
51	O=[N+]([O-])c1ccc(N2CCN(CCO)CC2)cc1NCc1ccco1	5	7	-1.0	.	0	-0.46	24	0.7	0.8
52	CC(C)CCC(CC(C)O)c1n[nH]c(=S)n1-c1ccccc1 (configuration not stated)	-5	-6	0.3	-7	-5	0.47	20	-1.1	0.1
53	OCc1ccnc2c(O)cccc12	-2	-20	1.2	2	-24	0.051	3	-0.4	-13
54	Cc1nn(-c2ccc(F)cc2)c(Cl)c1/C=N/NC(=O)c1cccs1	6[fluorescence artefact?]	-7	0.6	9	-3	-0.49	-27	3.1	3.5
55	CCOC(=O)c1ccc(Nc2nnc3nc(C)cc(C)n23)cc1	3	1	0.9	6	-10	-0.42	3	-0.5	-0.8
56	CN(C)/C=C1/NC(=S)NC1=O	4	-18	1.1	0	10	-0.52	7	4.6	0.9
57	CCOC(=O)c1[nH]c(C)c(/C(O)=C2\C(=O)C(=O)N(CCN(C)C)C2c2cccc(OC)c2OC)c1C (configuration not stated)	-7	-7	0.7	-4	-20	0.16	-8	-0.2	-2.2
58	O=c1nc2n(c3ncccc13)CCCCC2	2	-22	0.2	-3	-14	.	28	-1.0	-0.9
59	COc1ccc(CNC(=O)N[C@@H](CC(C)C)C(=O)O)cc1OC	-4	-13	0.6	-2	-2	0.98	-18	-0.4	-0.4
60	Cn1c(=O)c(C(=O)CSc2nncs2)c(N)n(Cc2ccccc2)c1=O	2[fluorescence artefact?]	-5	-0.3	9	-23	0.036	1	1.0	-0.9
61	Cc1ccc2nc(-c3ccc(SCC(=O)Nc4ccc5c(c4)OCCO5)nc3)[nH]c2c1	-3	-13	-0.4	.	-20	0.012	-104	1.1	3.4
62	Nn1c(SCC(=O)Nc2ccccc2F)nc2ccccc2c1=O	-3	-12	-0.3	4	2	0.053	9	-0.3	-0.6
63	Cc1ccc(-n2nc(C)c3c2OC(N)=C(C#N)C3c2ccccc2F)cc1 (configuration not stated)	-5	4	0.1	-9	-9	0.57	28	-0.3	-7.2

# Bioassay records as filed in PubChem.
